Compound activity as filed in PubChem.
NPSR antagonist = blocks cAMP signaling of the human neuropeptide S receptor; Q6W5P4; CHO-NPSR cells, cAMP TR-FRET, antagonist mode; Potency, µM (highest dose often 38.3 µM), for inactives: top-dose activity change, negative = inhibition, usual class: inhibitors; 1% of 220,000 active; AID 1461; further: potency means the concentration at half of the fitted maximal effect; on the % scale 0 is the no-effect control and ±100 the full control effect; nearly all actives have a fitted effect of over 50% in size; many of its hits are not listed in these tables
Tau fibril FP = blocks human tau fibril formation measured by polarization. K18 P301L tau heparin fibrillization, Alexa594 FP, 6 h. Potency, µM (highest dose often 57.7 µM), for inactives: at the top dose activity, negative = inhibition, usual class: inhibitors. 0.39% of 280,000 active. AID 1468. P10636; further: potency means the concentration at half of the fitted maximal effect; on the % scale 0 is the no-effect control and ±100 the full control effect; nearly all actives have a fitted effect of over 55% in size
Target sequence (P10636 561-689 P618L limits assumed): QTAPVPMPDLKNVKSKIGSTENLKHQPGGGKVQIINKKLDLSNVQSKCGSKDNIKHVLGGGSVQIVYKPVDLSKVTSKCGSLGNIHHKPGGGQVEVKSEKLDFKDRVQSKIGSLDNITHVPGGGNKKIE
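Human tau K18 […] P301L fragment, 15 uM unlabeled plus 0.24 uM Alexa 594-labeled tau (final), with compound and 20 uM heparin in 100 mM sodium acetate pH 7; 6 hr at 37 C, then Alexa 594 FP read.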
GLA spleen mod = inhibitors or activators of human alpha-galactosidase in spleen homogenate | P06280 | human spleen homogenate, 4MU-alpha-Gal fluorescence, 40 min | Potency, µM (titrated, usually from 80 µM), for inactives: at the top dose activity change, negative = inhibition, usual class: inhibitors | 0.008% of 240,000 active | AID 2107;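 further: potency means the concentration at half of the fitted maximal effect; 0% = enzyme with vehicle and -100% = no enzyme basal signal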
Target sequence (P06280 32-429 limits assumed): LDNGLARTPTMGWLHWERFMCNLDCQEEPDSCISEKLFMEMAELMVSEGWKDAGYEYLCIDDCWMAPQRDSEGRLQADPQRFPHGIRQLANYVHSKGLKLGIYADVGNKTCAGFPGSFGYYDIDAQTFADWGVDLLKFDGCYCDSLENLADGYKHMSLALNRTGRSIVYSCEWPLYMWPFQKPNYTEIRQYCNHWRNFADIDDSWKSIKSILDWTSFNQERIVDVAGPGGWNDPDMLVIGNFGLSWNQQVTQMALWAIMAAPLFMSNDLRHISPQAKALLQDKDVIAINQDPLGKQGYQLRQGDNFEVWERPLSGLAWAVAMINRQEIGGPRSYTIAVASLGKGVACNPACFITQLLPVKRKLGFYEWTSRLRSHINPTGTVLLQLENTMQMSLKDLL
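Fluorogenic readout (Ex 365/Em 440 nm) of 4-methylumbelliferone released from 1 mM 4-MU-alpha-galactoside by spleen homogenate, 40 min at 37C, pH 5.0. Data normalized to no-enzyme and enzyme controls; Hill-equation AC50 from compound titrations.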
TRb-SRC2 inh = disrupts binding of human TR beta to SRC2; P10828; 0.065% of 280,000 active; AID 1469; Potency, µM (doses to about 106 µM), inactives show at the highest dose activity change, negative = inhibition, actives largely listed as inhibitors; TRbeta-SRC2 peptide binding, fluorescence polarization; receptor liganded with 1 µM T3;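 further: potency means the concentration at half of the fitted maximal effect; plate controls were bound peptide for no effect and peptide without receptor for full effect; nearly all actives have a fitted effect of over 50% in size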
Target sequence (P10828 whole entry, looked up): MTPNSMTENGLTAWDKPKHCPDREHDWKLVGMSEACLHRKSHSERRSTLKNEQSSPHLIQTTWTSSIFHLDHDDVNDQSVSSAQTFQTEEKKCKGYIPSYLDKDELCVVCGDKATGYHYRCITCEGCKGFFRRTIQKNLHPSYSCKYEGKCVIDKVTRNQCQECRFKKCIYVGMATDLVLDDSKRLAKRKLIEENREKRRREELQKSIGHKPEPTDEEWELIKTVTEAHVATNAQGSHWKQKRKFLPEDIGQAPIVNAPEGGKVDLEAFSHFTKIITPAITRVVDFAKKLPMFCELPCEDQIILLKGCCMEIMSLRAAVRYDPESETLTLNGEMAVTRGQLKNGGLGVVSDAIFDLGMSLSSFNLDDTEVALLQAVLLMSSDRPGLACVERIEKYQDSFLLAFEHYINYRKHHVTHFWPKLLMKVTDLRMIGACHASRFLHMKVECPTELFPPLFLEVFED
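Human TRb LBD (0.6 uM) plus Texas Red-labeled SRC2 peptide (20 nM), 1uM T3, 5% DMSO, 5 hr at ambient temperature. Decreased polarization (555/632 nm) flags inhibition; data normalized to free and bound peptide controls.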
Tau fluor cs = counter-screen for tau fibril formation inhibitors; tau K18 P301L Alexa594 fluorescence, heparin fibrillization; Potency, µM (series often up to 57.7 µM), for the others: at the top dose activity change, negative = decrease; 0.93% of 280,000 active; AID 1463; further: potency means the concentration at half of the fitted maximal effect; on the % scale 0 is the no-effect control and ±100 the full control effect; nearly all actives have a fitted effect of over 55% in size
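Human tau K18 P301L (15 uM unlabeled, 0.24 uM Alexa 594-labeled) in 100 mM sodium acetate pH 7 with 20 uM heparin, 6 hr at 37 C. ThT 30 uM added, 1 hr ambient; Alexa 594 FP and total fluorescence read at 555/632 nm.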
CBFb-RUNX1 inh = CBF-beta/RUNX1 interaction disruption | Q01196+Q13951 | AlphaScreen CBFb-His/RUNX1-biotin binding, biochemical | Potency, µM (titrated, usually from 59.8 µM), without a hit: top-dose activity, negative = inhibition, usual class: inhibitors | AID 1477 | 230,000 tested, under 10 active; further: % of control where 0% means no effect
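His-tagged CBF-beta and biotinylated RUNX1 (30 nM each) were premixed 20 min at room temperature, exposed to compound for 15 min, then given nickel-chelate and streptavidin AlphaScreen beads (50 ng each). After 90 min, AlphaScreen signal was read.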
TR SRC2 fluor cs = Texas Red fluorescence interference in TRb-SRC2 counter-screen. TRb/SRC2 Texas Red total fluorescence interference. Potency, µM (series often up to 106 µM), inactives show at the highest dose fluorescence change, negative = quenching. 0.29% of 280,000 active. AID 1479; active means well fitted curve in either direction with a large enough effect; inconclusive means small, poorly fitted or top-dose-only effect; further: potency means the concentration at half of the fitted maximal effect; on the % scale 0 is the no-effect control and ±100 the full control effect
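Flags fluorescent or light-absorbing compounds by total fluorescence, S + 2P, at 555 nm excitation and 632 nm emission. Mixture: 20 nM Texas Red SRC2 peptide, 0.6 uM human TRb LBD, 1 uM T3, 5% DMSO; compound exposure 5 h at ambient temperature.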
Epigenetic derep = regulators of epigenetic silencing causing reporter derepression in mouse cells. murine LDR cells, GFP reporter derepression, 30 h. Potency, µM (doses to about 53.9 µM), without a hit: at the highest dose GFP activation, most hits filed as activators. 0.2% of 280,000 active; further: potency means the concentration at half of the fitted maximal effect; % of control where 0% means no effect; nearly all actives have a fitted effect of over 60% in size
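Murine LDR cells bearing a silenced CMV-driven GFP reporter were exposed to compound for 30 h at 37 C. After PBS washes, GFP-positive cells (20-120 um objects) counted by laser-scanning microplate cytometry.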
* hit, by the source's call; ? = inconclusive; . = no result given; & = joins results of further samples; [ ] = dose if it differs, or a comment. Unless noted, the call rests on the fitted dose curve; in most records, active means well fitted curve in the direction sought with a large enough effect; inconclusive means small, poorly fitted or top-dose-only effect, or another doubt; inactive means no such curve, though single readings can be large; an effect the other way counts as inactive or inconclusive. The list is partial; the hit share may differ from the screen's.

Start of the data: the first two entries (preview)
compound,NPSR antagonist,Tau fibril FP,GLA spleen mod,TRb-SRC2 inh,Tau fluor cs,CBFb-RUNX1 inh,TR SRC2 fluor cs,Epigenetic derep
O=C(Nc1ccccc1N1CCOCC1)C1(c2ccc(Cl)cc2)CCC1,-58%,1%,-2%,7%,-6%,15%,-2%,-1.5%
O=C(NCC(=O)N(c1cccnc1)C(C(=O)NC1CCCC1)c1ccc(F)cc1)c1ccco1 (stereo not given),11%,2%,-2%,1%,10%,-1%,0%,0.1%

Main list (from the top)
compound,NPSR antagonist,Tau fibril FP,GLA spleen mod,TRb-SRC2 inh,Tau fluor cs,CBFb-RUNX1 inh,TR SRC2 fluor cs,Epigenetic derep
O=C(Nc1ccccc1N1CCOCC1)C1(c2ccc(Cl)cc2)CCC1,-58%,1%,-2%,7%,-6%,15%,-2%,-1.5%
O=C(NCC(=O)N(c1cccnc1)C(C(=O)NC1CCCC1)c1ccc(F)cc1)c1ccco1 (stereo not given),11%,2%,-2%,1%,10%,-1%,0%,0.1%
Cc1nn2c(-c3ccc(Cl)cc3)nnc2s1,-16%[46.1 µM],-3%,-1%,2%,-1%,7%,0%,0.8%
O=C(C1=C[C@H](c2ccc(Br)cc2)C[C@H](OCc2ccc(CO)cc2)O1)N1CCOCC1,47%,11%,4%,-11%,-8%,8%,-1%,0.7%
CCCCCCN(C(=O)CCCCCN1C(=O)NC(c2cccc([N+](=O)[O-])c2)C(C(=O)OCc2ccccc2)=C1C)C(C(=O)NCCCC)c1ccc(OCC(=O)OC)c(C(=O)OC)c1 (stereo not given),-18%,6%&-1%,3%&0%,-2%&11%,6%&-8%,4%&0%,1%&1%,-1.7%&1.6%
Cc1ccc2c(c1)NCCO2,4%[46.1 µM],11%,2%,-4%,-30%,-19%,-2%,-2.7%
CN1CCc2cc3c(cc2C(=O)Cc2ccc4c(c2C1)OCO4)OCO3,.,-4%,5%,0%,-15%,1%[21.7 µM],0%,-2.9%
O=C1/C(=C/c2cccnc2)SC(=S)N1c1ccc(F)cc1,7%,0%,1%,-3%,-9%,0%,1%,0.0%
O=C(CN1C(=O)/C(=C/c2ccccc2F)Sc2ccccc21)NCc1cccnc1,-19%,-9%,7%,-1%,?,0%,-1%,-0.1%
CCN(CC)C(=O)N(CC)Cc1ccccc1,9%,-1%,4%,-3%,1%,-1%,1%,2.7%
CC(OC(=O)c1ccc2ncsc2c1)C(=O)Nc1ncc(Cl)cc1Cl (stereo not given),6%,5%,2%,-1%,0%,3%,-1%,0.9%
CC(C)CNC(=O)C1CCN(c2ccc(S(=O)(=O)N3CCOCC3)cc2Cl)CC1,-4%[46.1 µM],-1%,-5%,-1%,-5%,-3%,0%,8.1%
Fc1ccc(NC(=S)Nc2cccnc2)c(Cl)c1,10%,1%,1%,-2%,1%,0%,4%,1.2%
COc1ccc(Br)c(C(=O)N2CCN(S(=O)(=O)c3cccs3)CC2)c1,-12%,0%,12%,8%,-20%,11%,-1%,1.6%
CN(C)c1nc(NCc2ccccc2)nc(SCC(=O)Nc2ccccc2)n1,-28%[46.1 µM],-7%,-6%,-8%,-30%,4%,-1%,-1.6%
CCCn1nnc(NC(=O)c2ccc(-c3cc(Cl)ccc3Cl)o2)n1,-9%,-6%,8%,2%,-7%,5%,1%,-1.5%
CCOc1cc2c(C#N)c(N3CCOCC3)nc(N)c2c(N)n1,-8%[46.1 µM],7%,9%,0%,-13%,6%,-2%,-1.2%
COC(=O)c1c(C)oc2ccc(NS(=O)(=O)c3cc(OC)ccc3OC)cc12,-13%[46.1 µM],-6%,2%,-5%,-24%,14%,-1%,0.0%
C#CCOCCOCCOCCNc1nc(N2CCN(C(=O)[C@H]([C@@H](C)CC)n3cc([C@@H](N)CO)nn3)CC2)nc(N2CCN(C(=O)[C@H](Cc3cc4ccccc4[nH]3)n3cc([C@@H](N)C(C)CC)nn3)CC2)n1 (stereo not given in full),-44%,2%,5%,-2%,5%,-10%,0%,0.8%
COc1cc(/C=C/C(=O)O)cc(S(=O)(=O)Nc2cccc(SC)c2)c1OC,0%,8%,-2%,0%[53 µM],10%,-4%,-2%[53 µM],-1.3%
COc1ccc(NC(=O)Nc2nc3ccccc3s2)cc1,23%,?,-5%,3%,8.9µM*[quencher],-3%,1%,-1.0%
COc1ccc(CN(Cc2cc3cc4c(cc3[nH]c2=O)OCO4)C(=O)NC2CCCCC2)cc1,-26%[46.1 µM],7%,7%,3%,-21%,4%,-2%,-0.8%
CCC(=O)N1c2ccccc2-c2nnc(SC)nc2OC1c1ccc(N(C)C)cc1 (stereo not given),-5%,3%,-1%,3%,-10%,0%[2.36 µM],-1%,-0.9%
CCOC(=O)C1CCCN(S(=O)(=O)c2ccc3[nH]c(=O)oc3c2)C1 (stereo not given),.,1%,.,5%,2%,.,-3%,0.8%
CC(=O)c1cccc(NC(=O)C2CCCN(S(=O)(=O)c3ccc(F)cc3)C2)c1 (stereo not given),-5%[46.1 µM],-4%,-4%,-16%,-4%,3%,1%,0.1%
COc1ccc(CN(CC2CCCO2)C(=O)c2cc3ccccc3oc2=O)cc1 (stereo not given),7%,7%,1%,2%,0%,5%,1%,-0.2%
N/C(=N\O)c1ccccc1-n1cccc1,2%,4%,2%,0%,9%,-12%,-3%,1.1%
CC(C)ON(CC(=O)NO)S(=O)(=O)c1ccc(-c2ccccc2)cc1,.,.,-3%,-2%,.,0%,1%,.
Cc1ccc(-c2nc(CS(=O)CC(=O)N3CCN(c4cccc(Cl)c4)CC3)c(C)o2)cc1 (stereo not given),.,-1%,.,-19%,-13%,.,?,0.0%
COc1cc2cc(Oc3ccc4ccc(=O)oc4c3)c(=O)oc2cc1OC(=O)C=C(C)C,-11%,-5%,-14%,-6%,-27%,-5%,-3%,5.1%
Cc1cc(F)ccc1S(=O)(=O)N1CCCOC1CNC(=O)C(=O)NCCc1c[nH]c2ccccc12 (stereo not given),-9%,17%,-1%,6%,?,4%,-9%,1.1%
COC(=O)c1ccc(N=NN2CCCCCC2)cc1,2%,7%,-6%,-1%,-26%,11%,-5%,-1.0%
O=C(CCCN1C(=O)/C(=C\c2ccccc2)SC1=S)Nc1ccccc1O,7%,?,1%,-3%,?,-18%,-1%,0.1%
CC(C)(C)OC(=O)N/N=C\c1ccc(OC(=O)c2cccs2)cc1,2%,0%,1%,-5%,-15%,4%,-2%,-1.8%
CCN(CC)S(=O)(=O)c1cccc(-c2nnc(SCC(=O)NC3CCCCCCC3)n2N)c1,-15%[46.1 µM],5%,7%,9%,-7%,2%,2%,-3.8%
O=S(=O)(NCc1ccccc1)c1cnc[nH]1,0%[46.1 µM],-2%,5%,-4%,-4%,5%,4%,-2.3%
O=C(Nc1nccs1)c1nc(-c2ccccc2)n(-c2ccccc2)n1,-13%[46.1 µM],-3%,-10%,3%,2%,-5%,0%,-2.9%
CC(=O)N1c2c(cc(Br)cc2S(=O)(=O)N2CCN(C(=O)c3ccco3)CC2)CC1C (stereo not given),-8%[46.1 µM],-5%,-3%,-6%,-4%,-1%,1%,-0.8%
O=C(N/N=C/c1cc(Br)ccc1O)c1ccncc1,8%,?,-15%,-3%,-9%,?,-1%,-0.4%
Clc1ccc(Sc2oc(/C=N/n3cnnc3)cc2Br)cc1,-8%[46.1 µM],9%,-14%,-11%,-13%,4%,-3%,-3.9%
C=CCn1c(SCc2c(Cl)cccc2Cl)nnc1-c1cccnc1,-13%[46.1 µM],-3%,1%,2%,-8%,-1%,1%,1.0%
COc1cccc(NC(=O)NC2(C(F)(F)F)Oc3ccccc3O2)c1,19%,5%,5%,-8%,18µM*[quencher],0%,1%,-1.0%
CCn1c(CSc2nc(C)cs2)nc2cc(S(=O)(=O)N(C)C)ccc21,-15%[46.1 µM],-8%,9%,0%,-9%,1%,1%,-2.5%
Cc1ccccc1N=C1Nc2ccccc2CS1,-8%[46.1 µM],-4%,-2%,3%,-7%,-1%,-3%,-1.0%
Cc1cc(NC(=O)CSc2nc3ccsc3c(=O)n2NC(=O)c2ccccc2)no1,-19%[46.1 µM],-2%,-1%,-3%,-3%,5%,-3%,0.0%
Cn1c(=O)n(Cc2ccccc2F)c2ccccc21,10%[46.1 µM],1%,-6%,4%,2%,-2%,-3%,0.9%
O=C(CC1C(=O)N(c2ccccc2)C(=S)N1c1ccccc1)c1ccc(Br)cc1 (stereo not given),-15%,?,1%,-12%,-13%,0%,-3%,1.0%
Cc1oc(-c2ccc3c(c2)OCCO3)cc1C(=O)NC(CCC(=O)O)C(=O)O (stereo not given),-14%[46.1 µM],1%,6%,2%,-3%,2%,-1%,-0.8%
CC(C)c1nc(SCC(=O)Nc2nc3c(s2)CCCC3)c2ccccc2n1,-20%[46.1 µM],-3%,-5%,-7%,-20%,-1%,-3%,3.5%
NNC(=O)c1ccc(N2CCCCCC2)c([N+](=O)[O-])c1,4%,2%,8%,-16%,-8%,-21%,0%,2.4%
Cc1cnc(CNc2ncncc2-c2ccccc2C#N)cn1,.,-2%,-6%,8%,-5%,.,2%,-0.1%
COc1ccc(CN(C)C2CCCCC2)c(C)c1C,-16%[46.1 µM],7%,-1%,6%,-13%,-5%,4%,-1.0%
C[N+]1(CC(=O)Nc2ccc(F)cc2)CCN(C(=O)c2ccco2)CC1,-8%[46.1 µM],-5%,2%,0%,-3%,5%,-4%,0.9%
